Compound activity (PubChem BioAssay)
M17LAP inhibition: P. falciparum M17LAP inhibitors, primary screen, biochemical, fluorogenic H-Leu-NHMec substrate, 1536-well (AID 1619). one-dose inhibition, % at 30 µM; IC50 in µM for titrated hits. actives 0.38% (n = 220,000). recombinant M17LAP, H-Leu-NHMec fluorogenic kinetic assay; higher % means a stronger effect;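 active means compound inhibiting the enzyme by more than half at any dose during confirmatory dose-response retesting; inconclusive means strong single-dose inhibitors picked by rank but not retested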;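 further: plate controls were full reaction with DMSO carrier for no effect and no enzyme background for full effect; strong numbers were not always called active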
XIAP displacement: XIAP antagonists, biochemical, IAP family, fluorescence polarization (AID 1018). XIAP BIR domain, fluorescence polarization peptide displacement; higher % means a stronger effect. displacement, % at 20 µM; hits with a dose series show IC50 in µM. actives 0.007% (n = 200,000); in the data active means displacement above about 50%; further: a part of the inactive calls stands beside numbers as strong as those of hits
NOD2 inhibition: inhibition of NOD2-driven NF-kB reporter – cell-based, luminescence, uHTS, HEK293 (AID 1566); HEK293 NOD2/NF-kB luciferase reporter, luminescence; higher % means a stronger effect; inhibition, % at 4 µM; hits with a dose series show EC50 in µM; actives 0.63% (n = 290,000); further: many of its hits are not listed in these tables
M1AAP inhibition: P. falciparum M1AAP inhibitors, biochemical, fluorogenic H-Leu-NHMec substrate, 1536-well (AID 1445); recombinant M1AAP, H-Leu-NHMec fluorogenic kinetic assay; higher % means a stronger effect; inhibition, % at 30 µM; hits with a dose series show IC50 in µM; actives 0.42% (n = 220,000);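 active means primary inhibition above the hit cutoff, then over 50% inhibition at one or more dose response concentrations, cut at about 23% in these data, passing the limit was not always enough; inconclusive means conflicting primary data, or primary hits not chosen for dose response; inactive means low primary inhibition, or under 50% at every dose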;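 further: plate controls were DMSO full reaction for no effect and no enzyme background for full effect; strong numbers were not always called active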
ER stress rescue: rescue of cells from ER stress-induced death, primary screen, 384-well, CSM14.1, thapsigargin, ATP luminescence (AID 1222). CSM14.1 thapsigargin-induced death rescue, ATP luminescence; higher % means a stronger effect. one-dose cellular ATP content (survival), % at 20 µM; EC50 in µM for titrated hits. 190,000 tested, under 10 active;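 active means EC50 below 50 µM in the dose-response confirmation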;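 further: death triggered by thapsigargin at about 15 µM added after 2 h compound pretreatment; cell ATP read after overnight thapsigargin exposure of roughly 18 to 22 hours; normalized against plate controls of thapsigargin alone and 5% DMSO vehicle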
Hep lipid drop: modulators of hepatic lipid droplet formation. actives 0.4% (n = 240,000). inhibition, % at 6.5 µM. AML12 mouse hepatocytes, oleate lipid droplets, BODIPY imaging;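 active means lipid droplet intensity inhibited by at least 50%, with more than 500 cells counted; inconclusive means wells with under 300 cells, treated as cytotoxic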
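Test system: AML12 hepatocytes (mouse); reagent: oleate loading, 100 µM; dosing: one dose, 6.5 µM compound; incubation: overnight exposure; signal: fluorescence imaging, 20x objective, two fields per well; read-out basis: % inhibition of corrected integrated BODIPY droplet signal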
SIAH1 antagonists: Siah-1 peptide-binding antagonists, primary screen, biochemical, fluorescence polarization, rhodamine-plectin, uHTS (AID 1817). Siah-1 / rhodamine-plectin peptide fluorescence polarization; higher % means a stronger effect. one-dose displacement, % at 20 µM; IC50 in µM for titrated hits. actives 0.02% (n = 290,000);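 active means displacement of at least 50% at 20 µM, with a fluorescence ratio check between 0.3 and a set limit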;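 further: plate controls were Siah plus tracer with DMSO for no effect and tracer alone without Siah for full effect; strong numbers were not always called active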
AID2073: inhibitors of Mint1-CaV2.2 protein interaction, biochemical, HTRF (AID 2073). inhibition, % at 20 µM, or IC50 in µM where a hit was titrated. actives 0.19% (n = 290,000). HTRF protein-protein interaction, Mint1-CaV2.2; higher % means a stronger effect; in the data active means inhibition mostly above about 51%, no sharp cut-off; inconclusive means no clear call, values can overlap the other calls; inactive means mostly below about 53%; further: some results filed as inactive read as strong as hits
LYP inhibition: PTPN22 lymphoid phosphatase activity blockers – biochemical, fluorescence intensity, uHTS (AID 1779); inhibition, % at 11.5 µM; hits with a dose series show IC50 in µM; actives 0.054% (n = 290,000); recombinant LYP phosphatase, fluorescence intensity; higher % means a stronger effect;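 further: plate controls were vehicle with enzyme for no effect and no enzyme for full effect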
Hep lipid drop cells 6.5 µM: further read-out of Hep lipid drop, marked with its call; cell count; measured here: cell count, cytotoxicity flag;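 cells counted across two imaged fields per well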
Starred values were filed as active, the others as inactive; ? = inconclusive; / = no result given. Unless noted, no stated cut-off is given here; in the data, active means inhibition above about 50%; inactive means the rest. Some of the compounds tested; rates above refer to the full screens.

Preview:
SMILES | M17LAP inhibition | XIAP displacement | NOD2 inhibition | M1AAP inhibition | ER stress rescue | Hep lipid drop | Hep lipid drop cells 6.5 µM | SIAH1 antagonists | AID2073 | LYP inhibition
O=C(NCC1CCCO1)c1cccnc1NCc1ccc(F)cc1 (stereo unspecified) | / | -6.9% | -9% | / | -2.5% | 5 | 779 | 2% | 2% | -7%
CNC(=O)/C(C#N)=C\c1ccc(CNS(=O)(=O)c2ccccc2)o1 | 59% | -2.0% | 3% | 12% | 0.4% | 4 | 647 | -1% | 1% | 1%
NC(=O)CSc1nnc(-c2ccccn2)n1N | -11% | / | 4% | 0% | / | -8 | 813 | -3% | 8% | -6%
O=C(CSc1nnnn1Cc1ccccc1)c1ccccc1 | 3% | -1.4% | 3% | 2% | 4.3% | / | / | 0% | -7% | -11%

The list itself (from the top)
SMILES | M17LAP inhibition | XIAP displacement | NOD2 inhibition | M1AAP inhibition | ER stress rescue | Hep lipid drop | Hep lipid drop cells 6.5 µM | SIAH1 antagonists | AID2073 | LYP inhibition
O=C(NCC1CCCO1)c1cccnc1NCc1ccc(F)cc1 (stereo unspecified) | / | -6.9% | -9% | / | -2.5% | 5 | 779 | 2% | 2% | -7%
CNC(=O)/C(C#N)=C\c1ccc(CNS(=O)(=O)c2ccccc2)o1 | 59% | -2.0% | 3% | 12% | 0.4% | 4 | 647 | -1% | 1% | 1%
NC(=O)CSc1nnc(-c2ccccn2)n1N | -11% | / | 4% | 0% | / | -8 | 813 | -3% | 8% | -6%
O=C(CSc1nnnn1Cc1ccccc1)c1ccccc1 | 3% | -1.4% | 3% | 2% | 4.3% | / | / | 0% | -7% | -11%
C=CCn1c(=N)c(C(=O)OCC)cc2c(=O)n3cc(C)ccc3nc21 | / | -1.9% | 18% | / | -0.6% | / | / | -3% | 15% | -33%
Cc1ccc(OCC(=O)OCC(=O)c2ccccc2)cc1C | / | / | -8% | / | / | -7 | 662 | -2% | 12% | -6%
C/C(Cl)=C\COc1cc(C)nc2c(Br)cccc12 | -3% | -3.8% | 19% | 0% | 3.9% | -11 | 680 | 7% | 35% | -4%
O=C(c1ccccc1)c1ncc[nH]1 | / | / | 3% | / | / | -3 | 833 | 3% | -1% | -3%
CCOC(=O)c1sc2cc([N+](=O)[O-])cc(SCC(C)C)c2c1N | -13% | -20% | -8% | 1% | -1.5% | 49 | 789 | -1% | 7% | 2%
COc1cccc(-c2nc(CS(=O)(=O)CC(=O)NCCN3CCOCC3)c(C)o2)c1 | / | / | -5% | / | / | -7 | 592 | -2% | 23% | -11%
Cc1cc(NS(=O)(=O)c2ccc(NC(=O)/C=C/c3ccccc3Cl)cc2)no1 | / | / | 6% | / | / | 13 | 869 | 4% | 10% | -7%
CSCCC(NC(=O)/C(=C/c1ccc(F)cc1)NC(C)=O)C(=O)O (stereo unspecified) | 5% | -2.8% | 7% | 4% | 1.3% | 12 | 716 | 4% | 5% | -1%
COc1ccc(N(C)C(=O)Nc2ccc3nsnc3c2)cc1 | 4% | -3.7% | 24% | 5% | 1.0% | 2 | 680 | 6% | 21% | -10%
O=C(CCCN1C(=O)/C(=C\c2cccs2)SC1=S)Nc1ccc(O)cc1 | / | / | 6% | / | / | 0 | 814 | -7% | 1% | -2%
COc1ccc(CN(C)C(C)C(=O)Nc2ccc(S(=O)(=O)N3CCCC3)cc2)c(OC)c1OC (stereo unspecified) | 3% | -3.1% | 17% | 2% | 0.2% | 16 | 668 | 3% | 6% | -3%
CCOc1ccc(-c2csc3ncn(-c4ccc(OC)cc4)c(=O)c23)cc1 | -17% | -5.6% | / | -5% | 4.6% | 4 | 699 | -2% | -2% | 1%
Cc1ccc(CCNC(=O)C2CCC(=O)N(Cc3ccccc3F)C2)o1 (stereo unspecified) | / | / | -27% | / | / | -4 | 580 | -1% | 7% | -5%
Cc1ccc(-n2nnnc2SCC(N)=O)c(C)c1 | -5% | -0.4% | -5% | 2% | / | 12 | 702 | 1% | 6% | -3%
O=c1[nH][nH]c(-c2ccccc2)c1C=Nc1cccc(Cl)c1 | 99% | -0.1% | -26% | 13% | 5.3% | / | / | 12% | 44% | -3%
Cc1ccccc1NC(=O)c1cnc2ccccn2c1=O | 2% | -1.5% | -74% | 7% | -4.7% | / | / | -3% | 1% | -6%
CN(C)C(=O)CSc1n[nH]c(=O)[nH]c1=O | -4% | -3.5% | 15% | 3% | 1.4% | -14 | 721 | -7% | 9% | -7%
CCOc1cc2[nH]c(=S)n(CCCC(=O)NCc3ccccn3)c(=O)c2cc1OCC | / | / | 18% | / | / | -2 | 696 | -7% | -53% | -2%
COc1ccccc1C(=O)Nc1cc2c(cc1C(=O)O)OCCCO2 | / | / | 12% | / | / | 1 | 745 | 2% | 6% | -5%
CC(C)C1(C(C)C)OC(=O)c2ccccc21 | 4% | -19% | 2% | -2% | -0.7% | 0 | 719 | 5% | 2% | -4%
CCOc1ccc(N2C(=O)CC(NCC3CCCO3)C2=O)cc1 (stereo unspecified) | 3% | -3.1% | -19% | -2% | -0.3% | 6 | 672 | 3% | 10% | -13%
NS(=O)(=O)c1cccc(NC(=O)CSc2nnc(C3CC3)n2Cc2ccccc2)c1 | -7% | / | -5% | -2% | / | -5 | 700 | 3% | 9% | -6%
Cc1occc1C(=O)N1CCN(c2ccc(Cl)cc2)CC1 | / | / | 2% | / | / | -13 | 678 | 9% | -2% | -8%
COc1ccc(OCC(=O)Nc2ccc(S(=O)(=O)N3CCN(C)CC3)cc2)cc1 | 12% | -8.2% | 21% | 1% | 0.6% | -28 | 700 | 1% | 2% | -6%
Cc1ccc(NCc2nnc(SCC(=O)c3ccc4c(c3)OCCO4)o2)c(C)c1 | -7% | -5.4% | 13% | 9% | -3.3% | -11 | 714 | 5% | -6% | -3%
COc1cccc(CN(C)CC(=O)Nc2sc3c(c2C#N)CCC3)c1OC | 7% | -6.9% | 11% | 13% | -1.7% | -7 | 692 | -3% | 9% | 5%

(more compounds)
Values in the order: M17LAP inhibition, XIAP displacement, NOD2 inhibition, M1AAP inhibition, ER stress rescue, Hep lipid drop, Hep lipid drop cells 6.5 µM, SIAH1 antagonists, AID2073, LYP inhibition
CCOC(=O)c1c(NC(=O)CSc2nnc(-c3cccnc3)n2Cc2ccco2)sc(C)c1C
    4%, -6.8%, 13%, 1%, 18%, /, /, 1%, 10%, 5%
O=C(CSc1nnc(NC(=O)C2CC2)s1)NCc1ccccc1Cl
    /, /, 5%, /, /, 5, 706, 1%, 10%, -4%
O=C(CN1CCN(C(=O)c2ccccc2F)CC1)Nc1ccc(Br)cc1
    6%, -5.8%, 11%, 0%, -2.1%, 6, 738, 3%, 0%, -7%
CSc1ccc(C2N=C(c3ccccc3)NO2)cc1 (stereo unspecified)
    /, /, -83%, /, /, 14, 819, 0%, -12%, -8%
CN(C)c1ccc(C(CNC(=O)c2ccc(F)cc2)c2c[nH]c3ccccc23)cc1 (stereo unspecified)
    6%, -3.6%, 1%, 6%, 1.2%, -18, 614, -3%, 3%, 3%
COc1ccc(C)cc1N(C(=O)c1ccc(C#N)cc1)C1=NC(C)(C)CS1
    /, /, 2%, /, /, -13, 786, 2%, 13%, -7%
Cn1cnnc1SCC(=O)c1ccc(O)c(O)c1
    39%, -1.5%, 2%, 12%, 0.1%, 3, 663, -3%, -3%, 0%
CCS(=O)(=O)n1nc(-c2ccc(OC)cc2)nc1SC
    20%, -1.4%, -11%, -2%, 2.2%, 6, 762, 3%, 3%, 0%
CC(=O)Nc1ccc(S(=O)(=O)NNC(=O)c2cccc(Br)c2)cc1
    7%, -5.2%, -7%, 4%, -14%, 6, 719, 0%, 7%, -6%
CCCN(Cc1ccc(N(CC)CC)cc1)CC1CC1
    9%, -1.4%, 9%, 6%, -1.1%, /, /, 2%, 22%, -10%
CC(=O)Nc1ccc(N/C=C/C(=O)c2ccc(C)o2)cc1
    24%, -9.3%, -52%, 11%, -2.9%, 2, 701, -3%, 6%, -2%
COc1ccc(NC(=S)Nc2cccnc2)c(OC)c1
    -5%, -4.6%, 5%, -7%, -0.8%, -5, 677, -2%, 13%, -5%
Oc1ccc(COCc2ccccc2)c2cccnc12
    9%, -3.0%, -14%, -15%, 16%, /, /, -6%, 14%, -4%
Cc1ccc(C(=O)N/C(=C/c2ccc(-c3ccc(Br)cc3)o2)C(=O)NC2CCS(=O)(=O)C2)cc1 (stereo unspecified)
    -1%, 1.1%, 6%, 6%, -3.0%, 25, 656, -5%, 37%, -11%
Cn1c(=O)c2c(SCC(=O)N3CCCC3)nc(CC(C)(C)C)nc2n(C)c1=O
    /, /, -4%, /, /, 5, 665, 4%, -6%, -2%
O=C(NC(=S)N1CCCC(C(F)(F)F)C1)c1ccc(F)cc1 (stereo unspecified)
    /, /, 2%, /, /, -1, 761, -1%, -20%, -14%
COc1ccc(Cl)cc1S(=O)(=O)N(C)CC(=O)N1CCOCC1
    /, /, 1%, /, /, 7, 831, -2%, 2%, 15%
Cc1ccc2nsnc2c1S(=O)(=O)Nc1cccc2nsnc12
    2%, -5.7%, 2%, 2%, -0.5%, /, /, -4%, -25%, -5%
CCn1cc(S(=O)(=O)CC(=O)N2CCc3ccccc32)c2ccccc21
    10%, /, 0%, 1%, /, 1, 679, -1%, 3%, 4%
COc1ccc(CNC(=O)C2CCCN(S(=O)(=O)c3c(C)nn(C)c3C)C2)cc1 (stereo unspecified)
    13%, -5.2%, 20%, 14%, 0.5%, /, /, 4%, -7%, -6%
CC1CCCC(C)N1C(=O)C1CCCCC1 (stereo unspecified)
    -10%, -8.5%, -3%, 0%, 0.2%, 1, 671, 2%, 9%, -9%
COc1ccc(OCC(O)CNC(=O)c2ccccc2C(=O)O)cc1 (stereo unspecified)
    26%, -4.1%, 10%, 4%, 3.4%, 14, 749, 8%, 30%, -6%
c1ccc(C2=Nn3c(nnc3-c3ccccn3)SC2)cc1
    7%, 1.0%, 11%, -1%, -0.3%, /, /, -3%, 12%, -4%
CC(C)c1ccc(NC(=O)CSc2nc3ccccc3nc2N2CCCC2)cc1
    /, /, 20%, /, /, 70*, 756*, -1%, 1%, -8%
Cc1cc(Br)cc(C)c1NC(=O)c1ccc(C#N)cc1F
    -1%, -3.9%, 6%, 8%, -0.8%, ?, /, 12%, 7%, -4%
